# Compound activity from PubChem BioAssay.
# MCF10A rereplic: DNA re-replication induction in MCF 10a cells; 350,000 compounds, 2.9% hits; MCF 10A DNA re-replication, Hoechst nuclear intensity, 48 h; AID 624296; Potency, µM (series often up to 46.1 µM), inactives show at the top dose activity, positive = re-replication, hits mostly activators; also: potency is read from the fitted curve at half-maximal effect; % of control where 0% means no effect; nearly all actives have a fitted effect of over 50% in size
# SW480 rerep: induces DNA re-replication in SW480 colon adenocarcinoma cells | SW480 DNA re-replication, Hoechst DNA content imaging, 48 h | Potency, µM (highest dose often 46.1 µM), without a hit: at the top dose re-replication activation, usual class: activators | 340,000 compounds, 1.8% hits | AID 624297; also: potency is read from the fitted curve at half-maximal effect; % of control where 0% means no effect; nearly all actives have a fitted effect of over 55% in size
#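 DNA re-replication was detected as more nuclei of elevated Hoechst intensity after 48 hr exposure to compound (23 nL pinned per well of 250 cells).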
# IL-1B inflam inh: blocks inflammasome-driven IL-1 beta release; THP-1 LPS/ATP IL-1B secretion, AlphaLISA, 16 h; hits give low values; activity change, % at 57.5 µM; 360,000 compounds, 4.7% hits; in the data active = activity change below about -50%; inconclusive = mostly about -30% to -49%; also: % is scaled to controls: 0 for no effect and ±100 for the full control effect
#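 Secreted IL-1B measured by AlphaLISA bead assay after 16 h compound exposure of THP-1 cells; compounds (final up to 57.5 uM) added 1 h before LPS (250 ng/mL) and ATP (1.25 mM) stimulation; lower signal means less secretion.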
# KB-V1 cytotox: KB-V1 MDR subline cytotoxicity; KB-V1 MDR cells viability, CellTiter-Glo, 72 h; Potency, µM (doses to about 46.1 µM), inactives show at the top dose activity change, negative = cytotoxicity, most hits filed as cytotoxic; 400,000 compounds, 3.4% hits; AID 1347076; also: potency is read from the fitted curve at half-maximal effect; % is scaled to controls: 0 for no effect and ±100 for the full control effect; nearly all actives have a fitted effect of over 60% in size
#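 Luminescent ATP read-out (CellTiter-Glo, 10 min) measures survival of drug-selected KB-V1 MDR cells after 72 h, 37 degrees C compound exposure. Medium: phenol-red-free DMEM, 10% FBS. Values from fitted concentration-response curves.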
# D3 ag: D3 dopamine receptor (human) agonism | P35462 | D3R DiscoveRx beta-arrestin cells, luminescence, 90 min | max activation, % | 410,000 compounds, 0.58% hits | AID 652048; in the data active = max activation above about 30%; also: 0% is about no effect; mostly tested at two doses, the higher about 12 µM
# Target sequence (P35462 whole entry, looked up): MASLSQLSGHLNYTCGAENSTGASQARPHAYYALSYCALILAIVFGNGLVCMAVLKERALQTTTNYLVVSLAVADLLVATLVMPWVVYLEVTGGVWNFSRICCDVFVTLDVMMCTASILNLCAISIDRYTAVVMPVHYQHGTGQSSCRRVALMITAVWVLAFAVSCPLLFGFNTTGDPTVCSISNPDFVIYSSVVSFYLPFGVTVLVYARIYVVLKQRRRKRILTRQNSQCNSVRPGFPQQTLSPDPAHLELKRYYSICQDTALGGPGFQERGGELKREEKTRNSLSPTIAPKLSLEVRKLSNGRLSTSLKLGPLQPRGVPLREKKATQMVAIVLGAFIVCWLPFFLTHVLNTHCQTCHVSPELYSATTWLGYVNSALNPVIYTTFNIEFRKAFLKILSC
#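 Agonist-mode cell screen: cells plated at 1500/well and incubated overnight at 37 °C, then exposed to library compounds for 90 min at 37 °C. Detection reagent was added for 30–60 min at room temperature, and luminescence was read.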
# HT1080NT lethal: kills 2HG-producing HT-1080-NT fibrosarcoma cells | AID 686970 | 360,000 compounds, 1.6% hits | Potency, µM (titrated, usually from 46.1 µM), without a hit: at the top dose activity, negative = less viability, usual class: cytotoxic | HT-1080-NT fibrosarcoma viability, CellTiter-Glo ATP luminescence, 48 h;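 also: NT is the 2HG producing partner of a matched IDH1 knockdown line; potency is read from the fitted curve at half-maximal effect; 0% = DMSO-treated cells and -100% = media-only wells without cells; nearly all actives have a fitted effect of over 55% in size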
#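 Luminescent CellTiter-Glo readout after 48 hours of compound exposure at 37 degrees C defined viability of HT-1080-NT cells. Activity was normalized to DMSO wells and cell-free media wells; concentration-response curves were fitted and assigned curve classes.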
# GLP1R cytotox: cytotoxic in the GLP-1 receptor inverse agonist counter-screen; Potency, µM (highest dose often 38.3 µM), for the others: at the top dose activity change, negative = inhibition, most hits filed as inhibitors; 410,000 compounds, 0.13% hits; HEK293 cAMP-luciferase reporter cells, luminescence, 24 h;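 also: loss of luciferase light is scored as toxicity; potency is read from the fitted curve at half-maximal effect; % is scaled to controls: 0 for no effect and ±100 for the full control effect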
#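 Luminescence readout: signal drop marks cytotoxicity. Plated cells grew 12 h at 37 °C, 5% CO2, received 23 nL compound for 24 h, then got luciferase reagent, read after 12 min at RT.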
# HT1080 IDH1KD tx: kills HT-1080 cells with IDH1 knockdown; HT-1080 IDH1 knockdown viability, ATP luminescence, 48 h; Potency, µM (top dose mostly 46.1 µM), without a hit: at the highest dose activity, negative = toxicity, hits mostly cytotoxic; 360,000 compounds, 2% hits;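 also: potency is read from the fitted curve at half-maximal effect; 0% = DMSO wells and -100% = cell-free medium wells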
#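 Cytotoxicity counter-line: IDH1KD HT-1080, 48 h, CellTiter-Glo. Curves classed by r2, magnitude and activity.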
# KB-3-1 cytotox: KB-3-1 parental cell cytotoxicity | KB-3-1 viability, CellTiter-Glo ATP luminescence, 72 h | Potency, µM (titrated, usually from 46.1 µM), inactives show at the top dose activity change, negative = cytotoxic, most hits filed as cytotoxic | 400,000 compounds, 1.4% hits; also: potency is read from the fitted curve at half-maximal effect; % is scaled to controls: 0 for no effect and ±100 for the full control effect; nearly all actives have a fitted effect of over 60% in size
#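 Here the drug-naive KB-3-1 line serves as comparator for MDR sub-line selectivity; cells received compound titrations, 72 h at 37 °C, then CellTiter-Glo readout.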
# The depositor's hits bear a star; ? = inconclusive; / = not tested or not shown; [ ] = remark or other dose. Unless noted, calls follow the shape of the dose curve; as a rule, active = well fitted curve in the direction sought with a large enough effect; inconclusive = small, poorly fitted or top-dose-only effect, or another doubt; inactive = no such curve, though single readings can be large; an effect the other way counts as inactive or inconclusive.
canonical_smiles,MCF10A rereplic,SW480 rerep,IL-1B inflam inh,KB-V1 cytotox,D3 ag,HT1080NT lethal,GLP1R cytotox,HT1080 IDH1KD tx,KB-3-1 cytotox
CC(=O)OCC1OC(COC(C)=O)(c2ccc(C)cc2)C(OC(C)=O)C1OC(C)=O (configuration not stated),-1.7%,-0.7%,4.5,-11.3%,6.2,-0.5%,-7.3%,27.7%,-0.8%
Clc1ccc(Cn2cccn2)cn1,-9.5%,-1.3%,-1.7,9.4%,4.3,1.4%,8.1%,13.7%,0.2%
COc1ccc(NC(=O)c2ccc(N(C)S(C)(=O)=O)cc2)cc1OC,2.1%,-3.2%,24.4,?,1.2,-14.4%,10.1%,-7.7%,-9.3%
CC(=O)N1CCC(C(=O)N2c3ccccc3N=C(c3ccc(C(F)(F)F)cc3)C2C(=O)NC(C)C)CC1 (configuration not stated),/,/,0.3,-10.8%,-0.6,1.3%,9.7%,-7.6%,16.5%
CC(C)c1ccc(/C=N/NC(=O)c2cccc(S(=O)(=O)N3CCOCC3)c2)cc1,-0.7%,-12.8%,17.9,-1.8%,3.4,14.7%,2.3%,-1.2%,22.3%
CCCNC(=O)C1CC(=O)N(c2ccc(OCC(=O)Nc3cccc(C)c3C)cc2)C1 (configuration not stated),3.1%,0.4%,-25.6,-4.7%,-7.2,1.3%,23.9%,-0.2%,2.7%
Cc1sc2nc(CN(Cc3cccs3)C(=O)C3CC3)[nH]c(=O)c2c1C,-8.8%,-8.2%,-14.5,-2.6%,0.8,-1.5%,0.0%,-1.3%,-13.6%
CC(C)(C)c1ccc(C(=O)N/N=C/c2cccc(Cl)c2)cc1,12.7%,?,?,23.1µM*,-33.6,?,-18.3%,?,?
CC(=O)Nc1sc2c(c1C(c1cccc(Cl)c1)N1CCN(CCO)CC1)CCCC2 (configuration not stated),-0.7%,-3.5%,-16.0,2.6%,-10.7,-9.1%,-9.0%,-3.9%,-22.2%
COc1ccc(S(=O)(=O)N2CCCN(C)CC2)cc1,13.7%,-4.5%,-2.9,26.7%,1.6,1.4%,-2.1%,4.1%,15.4%
O=S1(=O)N[C@@H](Cc2ccccc2)COc2cc(N3CCSCC3)ccc21,/,/,0.0,9.3%,1.9,4.4%,-3.7%,3.5%,22.7%
Cc1cnc(C(=O)Nc2ccc(F)c(F)c2)cn1,-1.3%,-17.2%,-13.5,1.7%,0.3,16.8%,1.7%,6.2%,3.5%
O=C(O)C1CCC1C(=O)Nc1nc(-c2ccc(Cl)s2)cs1 (configuration not stated),2.4%,-11.5%,10.3,16.6%,4.4,7.5%,-0.6%,10.3%,3.6%
COc1ccc2sc(N(Cc3cccnc3)C(=O)C3COc4ccccc4O3)nc2c1 (configuration not stated),/,/,/,11.8%,1.0,/,1.3%,/,-12.1%
COc1cc(S(=O)(=O)N2CCCCC2)ccc1NC(=O)/C=C/c1ccccc1,-3.5%,3.3%,?,10.4%,-13.2,19.0%,4.1%,7.6%,13.5%
Cn1ncc(Cl)c1C(=O)NCc1ccc(Cl)cc1,-67.5%[inhibitor],?,25.6,3.66µM*,-0.5,-1.2%,80.6%[activator],-5.5%,?
O=C(/C=C/c1ccccc1)NNC(=O)c1cccc(Cl)c1,-2.8%,-1.6%,-4.2,0.8%,-1.0,13.1%,-15.0%,6.7%,3.6%
Cc1ccc(C)c(N2CCN(CCCNC(=O)Cn3cccc3C(=O)c3ccccc3C)CC2)c1,?,9.6%,-113.7*,?,-8.3,23.1µM*,10µM*,23.1µM*,-12.3%
Cc1ncoc1C(=O)N1CCc2c([nH]c3ccccc23)C1C(C)(C)C (configuration not stated),0.0%,-1.4%,21.0,-5.1%,0.6,3.8%,1.6%,-0.5%,-12.0%
COc1ccc(CCNC(=O)CCCCn2c(=O)c3ccccc3n(Cc3cccc(C)c3)c2=O)cc1OC,/,/,/,4.0%,-5.6,/,2.5%,/,-16.1%
COCCn1c(SCC(=O)Nc2ccc3c(c2)CCC3)nc2ccccc2c1=O,7.5%,3.3%,0.0,-1.2%,0.2,1.1%,0.3%,0.6%,-11.8%
Cn1c(CSc2nc3ccccc3s2)nc2ccccc21,0.4%,-11.5%,-6.7,?,-3.6,0.9%,3.3%,-13.4%,-6.4%
CC(C)CC1C(=O)N(Cc2cn(Cc3ccco3)nn2)CCS(=O)(=O)N1Cc1ccc(-c2cccc(CO)c2)cc1 (configuration not stated),/,/,-9.9,-9.8%,3.5,-5.3%,-19.2%,-6.8%,16.7%
O=C(NCc1csc(-c2cccs2)n1)Nc1cccc(Cl)c1,1.0%,-2.3%,-1.3,2.3%,-6.0,-26.3%,-25.5%,-7.7%,-3.2%
COc1ccc(Nc2cc(C)c3ccccc3n2)cc1,7.6%,8.3%,-96.6*,-9.7%,-7.2,-15.8%,-6.2%,-9.0%,14.1%
COc1ccc(OCc2nnc(SCC(=O)NCc3ccco3)o2)cc1,-1.3%,-1.1%,12.8,6.3%,-1.5,-5.8%,-17.8%,3.8%,1.5%
Cc1cc(C)cc(N(CC(=O)NC2CCCCC2)C(=O)c2csnn2)c1,-0.5%,-9.2%,-5.8,?,-24.6,2.7%,-0.8%,5.4%,-10.7%
CC(C)CCNC(=O)CN(CCCN1CCOCC1)C(=O)Cn1nnc(-c2ccc(F)cc2)n1,1.9%,-1.0%,-6.7,-30.6%,-2.1,2.1%,4.9%,4.6%,-28.1%
COC(=O)C1=C(CS(=O)(=O)c2ccc(C)cc2C)NC(=O)NC1c1ccc(C)cc1 (configuration not stated),/,/,/,-4.9%,-5.9,/,-13.3%,/,15.6%
CCC/C(=N/NC(=O)c1nnn(-c2nonc2N)c1CN1CCCCC1)c1ccccc1,-0.2%,-2.8%,8.7,0.0%,1.7,0.0%,?,0.9%,13.1%
COc1cc(C(=O)NC2CCCCC2)ccc1OC1CCN(C(C)=O)CC1,-5.2%,0.1%,19.9,-2.6%,3.0,10.6%,-3.1%,3.7%,0.6%
O=C1CCC([N+](=O)[O-])C(c2ccc(Cl)cc2)N1 (configuration not stated),-9.8%,-0.7%,-17.4,16.3%,-2.3,7.1%,-10.0%,14.2%,0.8%
CSc1nc2nc(C)cc(-c3ccccc3)n2n1,-4.9%,?,-19.9,-6.2%,-0.5,-0.3%,-4.7%,-2.1%,-2.3%
CCNC(=O)c1c(C)nc2ccccn12,-2.1%,-1.9%,26.7,14.9%,-4.3,10.2%,1.7%,14.8%,0.2%
O=C(O)CSCC(=O)Nc1ccccn1,?,-41.9%[inhibitor],1.8,20.8%,19.8,10.9%,0.6%,5.9%,5.7%
c1ccc(-c2nn[nH]n2)nc1,0.8%,-17.9%,5.1,?,1.1,0.0%,-7.1%,5.5%,6.4%
CCOc1ccc(-c2cc(C(=O)NCCc3ccc(OC)c(OC)c3)[nH]n2)cc1,/,/,/,-4.4%,5.8,/,-12.5%,/,6.9%
CCN1CCN(c2nc3ccccn3c(=O)c2C=O)CC1,-20.4%,-17.7%,0.0,-6.6%,-6.7,3.6%,5.3%,0.6%,-1.8%
CCc1ccc(CNC(=O)C2CCN(S(=O)(=O)N3CCCC3)CC2)cc1,2.8%,-11.9%,13.3,-4.8%,-1.1,13.7%,-24.5%,1.1%,-12.0%
COc1ccc2cc(C(=O)C3CCCN(Cc4cnc(C)s4)C3)ccc2c1 (configuration not stated),7.4%,?,-65.5*,9.2µM*,-21.4,?,8.9%,-26.0%,?

# Brought forward from above: 2 compounds, followed by the next part.
canonical_smiles,MCF10A rereplic,SW480 rerep,IL-1B inflam inh,KB-V1 cytotox,D3 ag,HT1080NT lethal,GLP1R cytotox,HT1080 IDH1KD tx,KB-3-1 cytotox
CCc1ccc(CNC(=O)C2CCN(S(=O)(=O)N3CCCC3)CC2)cc1,2.8%,-11.9%,13.3,-4.8%,-1.1,13.7%,-24.5%,1.1%,-12.0%
COc1ccc2cc(C(=O)C3CCCN(Cc4cnc(C)s4)C3)ccc2c1 (configuration not stated),7.4%,?,-65.5*,9.2µM*,-21.4,?,8.9%,-26.0%,?
CCN(c1cccc(C)c1)S(=O)(=O)c1c(C)[nH]c(=O)[nH]c1=O,18.8%,1.0%,-3.1,-9.9%,2.2,5.1%,-6.9%,-8.5%,10.8%
CCOC(=O)C1(C)CCN1C(=O)c1ccc(OC)cc1 (configuration not stated),/,/,22.3,-12.9%,-11.5,-5.4%,1.0%,4.6%,-0.1%
CCNC(=O)c1ccc(CSc2ccc(Cl)cc2)cc1,14.8%,?,-1.2,-18.9%,1.9,-2.8%,9.0%,-5.3%,5.0%
Cc1nnc(N2CCN(c3ccc(Cl)cc3)CC2)c2c1nnn2Cc1ccc(F)cc1,/,/,/,-10.6%,7.2,/,-0.6%,/,1.4%
Cc1ccc(C(NC(=O)Nc2ccccn2)C(Cl)(Cl)Cl)cc1F (configuration not stated),15.8%,-30.8%[inhibitor],55.8,-4.1%,16.0,6.1%,-3.1%,12.8%,-3.4%
CCOc1ccc(C(=O)CN2CCN(S(=O)(=O)c3ccc(Br)cc3)CC2)cc1,12.1%,3.5%,7.1,-4.8%,-11.8,-1.5%,6.5%,-1.4%,-13.3%
O=C1NN(c2ccc(F)cc2)C(=O)/C1=C\C=C\c1ccco1,?,?,4.2,2.8%,-5.5,-4.0%,12.1%,0.0%,-7.2%
Cc1ccn2cc(CNC(=O)c3ccc(Br)o3)nc2c1,6.1%,-11.0%,-13.6,-12.3%,-9.5,12.6%,2.0%,-12.4%,0.9%
c1ccc(-c2nnc(CN3CCN(c4ccccn4)CC3)o2)cc1,/,/,/,16.4%,97.8*,/,-2.7%,/,-0.8%
Cc1cccn2c(=O)c(C=NCc3ccco3)c(Nc3ccc(SC(F)F)cc3)nc12,251.1%[0.0737 µM],17.9%,-5.0,-0.3%,9.5,-0.2%,-9.6%,7.6%,0.0%
